# Bioassay records deposited in PubChem by several laboratories.
# aDG glyco act: increases alpha dystroglycan glycosylation. activation, % at 10 µM. AID 624168. Pro5-aDG cells, alpha-DG glycosylation AlphaScreen (IIH6); 0% Pro5, 100% B10-LARGE cell signal. 360,000 compounds, 0.22% hits;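 active = activation of at least 8% versus controls, or a plate z-score of at least 8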;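 also: Pro5 are CHO cells carrying HIG-tagged alpha-DG that lacks glycosylation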
# NR2E3 ag-1: agonists of human nuclear receptor NR2E3; inhibition of corepressor binding, % at 4.78 µM; GST-NR2E3/biotin-RetCOR TR-FRET, 1536-well; 320,000 compounds, 0.12% hits; AID 2300;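 active = percent inhibition above the cutoff of mean plus 3 SD of all tested compounds, set per screening campaign, cut at about 20% in these data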;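 also: 0% = DMSO wells and 100% = biotin wells as full block of FRET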
# Target sequence (Q9Y5X4 whole entry, looked up): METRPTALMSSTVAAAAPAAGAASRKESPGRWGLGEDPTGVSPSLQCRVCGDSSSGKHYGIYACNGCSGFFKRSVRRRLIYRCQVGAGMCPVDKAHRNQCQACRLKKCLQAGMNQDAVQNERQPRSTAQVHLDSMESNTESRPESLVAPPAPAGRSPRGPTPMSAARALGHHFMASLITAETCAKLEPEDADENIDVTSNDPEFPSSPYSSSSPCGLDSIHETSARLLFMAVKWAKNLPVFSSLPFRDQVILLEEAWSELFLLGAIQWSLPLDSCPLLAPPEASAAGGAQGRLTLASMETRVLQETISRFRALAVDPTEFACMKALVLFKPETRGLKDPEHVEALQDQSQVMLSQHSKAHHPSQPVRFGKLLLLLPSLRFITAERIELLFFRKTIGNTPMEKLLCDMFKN
#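 Material: NR2E3–RetCOR corepressor complex / Amount: 1.35 nM GST-NR2E3 / Medium: Tris pH 7.5 / Compound: single nominal compound dose of 4.8 µM / Incubation: 5 h at 4 °C / Technique: TR-FRET, Eu(K)-anti-GST donor, streptavidin-D2 acceptor, ex 340, em 617/671 nm / Read-out basis: percent loss of FRET ratio relative to control wells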
# NR2E3 ag-2: human photoreceptor-specific nuclear receptor agonism. AID 602229. 360,000 compounds, 0.35% hits. CHO-S Gal4-NCOR/VP16-NR2E3 two-hybrid, luciferase. inhibition of corepressor binding, % at 3.98 µM. Q9Y5X4;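 active = inhibition above the mean of all tested compounds plus 3 SD, cut at about 70% in these data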;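 also: 0% = DMSO with NR2E3 transfected cells and 100% = cells lacking NR2E3 construct; higher means lower luciferase signal from less NR2E3 corepressor binding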
# HIF-2a inh: HIF-2a inhibition; 360,000 compounds, 0.72% hits; AID 624352; 786-0 RCC cells HIF-2a reporter, luciferase luminescence, overnight; inhibition, % at 18.8 µM;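 active = inhibition of the luminescence signal of 40% or more relative to plate controls, in a single-dose primary screen at 18.75 µM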
# hiPSC survival: increases survival of single human iPS cells; hiPSC single-cell survival, ATPlite luminescence; 100% = ROCK inhibitor wells, 0% = DMSO; survival enhancement, % at 20 µM; 360,000 compounds, 0.044% hits; in the data active = survival enhancement above about 18%;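 also: cells exposed to compounds for 16 hours before the ATP read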
# Vif imaging: HIV Vif inhibition; HEK293T cells, Vif self-association by quenched fluorescence, imaging, 24 h; inhibition, % at 7.49 µM; 340,000 compounds, 0.35% hits; AID 602346; in the data active = inhibition above about 50%, passing the limit was not always enough; inconclusive = no clear call, values can overlap the other calls; inactive = below about 31%; also: some results filed as inactive read as strong as hits
# PDI turbidity: blocks human protein disulfide isomerase activity; 350,000 compounds, 0.052% hits; PDI insulin aggregation turbidity, A650, 90 min; inhibition, % at 10 µM;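 active = mean inhibition across replicates of 30% or more, whatever share of single replicates reach that level; inconclusive = mean inhibition below 30% while every single replicate reaches 30%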;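 also: absorbance from insulin aggregation driven by PDI reduction with DTT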
# Target sequence (P07237 whole entry, looked up): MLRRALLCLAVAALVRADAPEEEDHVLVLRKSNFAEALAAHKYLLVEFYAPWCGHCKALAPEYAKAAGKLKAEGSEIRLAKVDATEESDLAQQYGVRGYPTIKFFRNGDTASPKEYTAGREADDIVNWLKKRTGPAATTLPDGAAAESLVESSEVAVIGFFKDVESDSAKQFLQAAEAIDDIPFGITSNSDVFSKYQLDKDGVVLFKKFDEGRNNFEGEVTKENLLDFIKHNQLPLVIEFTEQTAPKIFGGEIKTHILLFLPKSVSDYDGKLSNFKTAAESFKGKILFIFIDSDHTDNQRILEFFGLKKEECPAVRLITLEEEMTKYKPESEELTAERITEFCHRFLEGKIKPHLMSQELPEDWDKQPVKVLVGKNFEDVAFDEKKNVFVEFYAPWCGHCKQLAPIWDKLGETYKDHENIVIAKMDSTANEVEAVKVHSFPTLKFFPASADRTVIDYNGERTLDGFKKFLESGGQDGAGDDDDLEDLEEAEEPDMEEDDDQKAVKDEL
# Peg3 promoter: inhibitors of Peg3 promoter. HeLa PEG-Prom luciferase reporter, luminescence, overnight. inhibition, % at 20 µM. 360,000 compounds, 1.7% hits. AID 588405;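 active = inhibition of at least 50% at 20 µM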
# MITF TRPM1 inh: MITF TRPM1 promoter inhibition in SK-MEL-5 cells; SK-MEL-5 TRPM1 promoter luciferase, 24 h; inhibition, % at 12.5 µM; 330,000 compounds, 0.83% hits; AID 488899;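 active = mean inhibition across replicates of 60% or more, whatever share of single replicates reaches that level; inconclusive = some that reach 60%, reason not given; inactive = mean inhibition across replicates below 60%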; also: values of inactives mirror those of a sister screen read the other way
# Exocytosis inh: lytic granule exocytosis inhibition; inhibition, % at 10 µM; AID 651702; 360,000 compounds, 0.66% hits; TALL-104 LAMP-1 surface exposure, flow cytometry; cells stimulated with thapsigargin and PMA;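 active = inhibition above about 55%, limit read from the data; inconclusive = no clear call, values can overlap the other calls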
# CaV13 FRET inh: Primary screen for inhibitors of IQ motif and Ca2+-dependent inactivation inhibitor domain binding in CACNA1D, Förster resonance energy transfer in living cells, …. HEK cells, CFP/YFP FRET ICDI-IQ, plate reader, 10 min; percent FRET-ratio fall versus neutral wells. inhibition, % at 12.3 µM. 340,000 compounds, 0.098% hits. AID 743397;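 active = mean replicate inhibition of at least 30% and at least 1% of replicates passing that level; inconclusive = only one of the two criteria is met; inactive = neither criterion is met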;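 also: 0% = median of the neutral control wells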
# * = called active by the depositor; ? = inconclusive; / = not tested or not shown.
SMILES,aDG glyco act,NR2E3 ag-1,NR2E3 ag-2,HIF-2a inh,hiPSC survival,Vif imaging,PDI turbidity,Peg3 promoter,MITF TRPM1 inh,Exocytosis inh,CaV13 FRET inh
CCOC(=O)c1cc(-c2ccccc2)sc1NC(=O)c1ccc(OC)c(OC)c1,0.2,-1,11,3,0.1,-1,5,6,-4,-2,-6
CC(C)N(Cc1nnc(-c2ccccc2Br)o1)C(=O)c1cc(Cl)nc2ccccc12,0.2,1,-7,16,8.2,-6,2,23,23,6,-1
COc1ccccc1N1CCN(C(=O)c2cc3c(s2)-c2ccccc2OC3)CC1,0.0,2,-67,-15,-0.1,-6,/,19,/,1,-6
O=C1c2ccccc2CCC12N=NCC2c1ccc(Cl)cc1 (configuration not stated),0.1,0,13,-5,-0.5,20,-3,-11,6,-2,-8
Cc1nc(N2CCN(C(=O)COc3ccccc3)CC2)c2c(C)c(C)sc2n1,-0.2,-3,3,27,-1.3,-11,-5,27,26,-2,-4
CCOC(=O)CSc1nc2c(sc3ccccc32)c(=O)n1CCCN1CCOCC1,-0.2,3,-7,9,5.0,1,3,9,-6,-3,-4
CC(=O)c1cccc(NC(=O)c2csc3c2CCCCC3)c1,0.0,3,-3,-161,-2.8,-5,2,-149,-14,4,-7
COc1ccccc1/C=C/C(=O)NCC(=O)n1nc(C)cc1C,-0.1,2,-16,-1,0.2,2,4,15,7,-5,-14
O=C1CC(C(=O)O)C(c2ccccc2)c2ccccc21 (configuration not stated),-0.1,/,-10,2,2.5,-14,-2,-3,5,7,-6
Nc1ccc(C(=O)Oc2ccc([N+](=O)[O-])cc2)cc1,0.1,-3,-22,-37,0.1,-3,1,-117,-26,17,-1
Cc1nnc(SCC(=O)Nc2ncc3c(n2)CCCC3=O)s1,-0.3,0,-41,9,-2.5,3,-11,14,-8,2,-5
C=C(C)Cn1c(SCC(=O)N/N=C/c2cccc(O)c2)nc2ccccc2c1=O,-0.2,1,-19,27,3.7,/,5,22,11,0,-11
COc1ccc2c(c1)c1c(n2C(C)=O)C(OC(C)=O)=NCC1,0.1,4,13,-28,0.3,-2,-1,-6,-7,-7,/
COc1ccccc1NS(=O)(=O)c1cc(NC(=O)COc2ccccc2F)ccc1N1CCOCC1,0.0,/,17,11,1.4,1,-1,-23,-7,-4,-6
CC(C)=CC(=O)Nc1ccccc1Br,0.0,-6,-16,-24,-1.1,?,-2,-8,10,6,-7
Cn1c(CCN2CCCCC2)nc2cc(NS(=O)(=O)c3ccc(F)cc3)ccc21,0.0,4,-17,14,-0.1,6,-1,-13,5,-4,-4
S=C(NCCc1ccccc1)NCc1cccs1,-0.1,-4,-66,-160,-1.3,3,-5,-158,-17,0,-4
O=C(Nc1nc(-c2ccc(Cl)cc2)cs1)NC1CCCCC1,1.7,0,-7,-28,-2.1,-4,-3,0,10,6,-5
CCC(=O)/C=C1\Sc2ccccc2N1CC,-0.1,0,5,-8,-1.4,3,-1,2,4,-1,-3
CC12CCC(C(=O)N(NC(=O)c3cc(Cl)ccc3O)C1=O)C2(C)C (configuration not stated),-0.1,4,-11,2,-4.4,-1,4,-11,7,1,/
Cc1cc(OC(=O)C(c2ccccc2)c2ccccc2)c([N+](=O)[O-])c(=O)[nH]1,0.6,-2,-3,20,-1.8,-2,-2,14,8,-5,-6
COc1cc(NC(C)C(=O)N2CC(C)OC(C)C2)cc(OC)c1 (configuration not stated),0.3,-2,-15,3,-3.2,18,-7,14,5,-1,-3
O=S(=O)(c1ccc(Cl)c(NC(=S)N/N=C/c2ccc(O)cc2)c1)N1CCOCC1,0.2,2,-10,-36,-0.8,-14,4,44,1,2,-7
Cc1cccnc1NC(=O)CSc1ncnc2sc(C)c(C)c12,0.3,-3,8,16,-0.2,-6,-9,25,1,-2,-7
COc1cccc(C2=CC(=O)CC(C)(C)C2=O)c1,-0.3,/,8,7,0.5,0,8,4,/,0,-5
O=C(c1ccc2c(c1)N(Cc1ccccc1)CCS2)N1CCOCC1,0.2,2,-52,1,3.4,10,-5,2,-11,0,-2
Cc1ccc(NC(=O)CCn2cnc3cc(C)c(C)cc32)cc1,0.1,2,-8,-3,-0.4,-5,-4,8,-8,25,-8
O=C(NCc1nc2ccccc2[nH]1)c1ccc([N+](=O)[O-])cc1,0.1,-4,-22,-6,-1.1,2,6,-1,19,2,4
COCCn1c(=S)[nH]c2cc(OC)c(OC)cc2c1=O,-0.1,2,10,1,2.5,0,-6,14,5,-5,-9
CC(NC(=O)c1ccc2c(c1)OCCO2)C(=O)O (configuration not stated),0.0,3,-20,-4,-0.7,-1,9,12,-18,0,/
CCOC(=O)CC(=O)CSc1nccc(-c2cccnc2)n1,-0.2,-4,-42,11,-0.3,5,1,5,-17,2,-14
CS(=O)(=O)N(CC(=O)Nc1cccc([N+](=O)[O-])c1)c1cccc(F)c1,-0.5,1,-21,24,-0.5,12,-1,26,-2,5,-6
COC(=O)c1cc(C(=O)NCc2ccccc2)c(=O)[nH]c1C,0.0,3,-4,-39,0.4,-2,-4,-27,0,-4,7
Cc1cccc(C)c1NC(=O)CNC(=O)CCC(=O)c1cccs1,0.1,1,-22,24,-1.3,7,5,-4,-9,-1,-7
O=C(OCC(=O)N1CCCCCC1)c1cc(S(=O)(=O)N2CCOCC2)ccc1F,0.0,/,-14,12,-1.6,-3,-3,9,/,-5,-6
COc1cccc(N2CCN(CC(=O)Nc3ccc(SC(F)F)cc3)CC2)c1,-0.2,2,-11,24,1.1,-1,-1,-13,7,-5,-3
Clc1cccc(N/N=C/c2ccc(N3CCOCC3)s2)c1,-0.4,3,-35,-112,-0.6,1,6,-43,-3,6,-3
Cc1cc(NC(=O)CSc2nnc3c(C)cc4cc(C)c(C)cc4n23)no1,0.0,2,-11,6,-1.8,-3,-4,20,4,0,/
CCN(CC(=O)Nc1ccc(NC(C)=O)cc1)C(=O)CC1OC(=O)c2ccccc21 (configuration not stated),-0.1,-1,-22,4,0.0,11,-12,4,-6,-3,-2
O=C(O)c1c[nH]ccc1=O,-0.2,-3,-20,1,1.9,-2,-2,-1,-4,-1,-4
COc1ccccc1C(=O)NC(C)c1ccccc1 (configuration not stated),0.5,0,-16,-12,-5.8,15,6,-16,9,5,/
CCOC(CCn1c(SCc2ccc([N+](=O)[O-])cc2)nc2ccccc2c1=O)OCC,0.8,4,-3,1,-1.2,0,-3,19,1,4,-5
CC(C)(C)OC(=O)NCCCCCNC(=O)c1[nH]cnc1C(=O)Nc1nccs1,0.4,-4,16,-8,-0.9,2,-15,10,2,0,-9
CCOC(=O)C1=C[C@@H](C(C)C)N(S(=O)(=O)c2ccc([N+](=O)[O-])cc2)[C@H]1c1ccccc1,-0.2,/,37,-14,-0.3,/,/,19,/,-6,/
O=C(Nc1ccc(F)c([N+](=O)[O-])c1)C1CCCO1 (configuration not stated),0.1,0,-10,24,0.8,-4,7,-3,8,-6,-4
COc1ccc(S(=O)(=O)N2CCCCCC2)cc1C(=O)Nc1ccccn1,-0.4,-6,4,14,-0.6,-11,9,12,2,-1,-2
Cc1ccc(N(CC(=O)NC2CCCCC2)S(=O)(=O)c2c(C)noc2C)cc1,0.0,3,8,4,-0.7,4,3,15,0,-7,-14
CCOC(=O)C1=C(C)NC(=O)NC1c1ccc(OCC(=O)Nc2ccccc2)c(OC)c1 (configuration not stated),-0.2,2,3,4,-0.8,/,-4,2,0,0,-5
O=C(Oc1ccc(F)c(F)c1)c1ccc2c(=O)n3c(nc2c1)CCC3,0.3,2,-10,-28,-0.5,-3,1,-17,-1,-4,-14
Cc1cccc(NC(=O)COC(=O)CCc2ccccc2)c1C,0.0,0,-5,13,0.1,9,-6,11,1,-12,-1
CCN(CC)C(=O)CSc1ncnc2c(-c3cccs3)nsc12,0.0,-2,-80,-150,-2.7,/,2,-174,-29,0,-3
CN=c1scc(-c2ccco2)n1/N=C/c1ccc(O)c(O)c1,-1.0,/,-78,-126,-2.9,21,5,-136,2,-6,-5
Cc1cc(=O)n(C)c(=O)n1CCCCCN1CCCC1,-0.4,1,-19,2,-1.0,-3,0,7,2,0,-6
CCCCC[C@@H](C)N1C[C@@H](COCc2ccccc2)Oc2cc(N3CC[C@@H](O)C3)ccc2S1(=O)=O,-0.1,/,-23,-5,-1.1,/,/,/,/,-3,-10
O=C(Cc1cccc2ccccc12)NC(NC(=S)Nc1ccccc1Cl)C(Cl)(Cl)Cl (configuration not stated),1.7,-1,5,3,-2.2,-12,4,10,-6,0,-3
CC(=O)Nc1ccc(S(=O)(=O)Nc2nc(C)nc3sc4c(c23)CCC4)cc1,-0.1,0,-6,0,0.8,-3,1,2,0,0,-12
Cc1ccc(C)c(NC(=S)N2CCC(C(=O)c3ccc(F)cc3)CC2)c1,-0.1,/,-5,14,-3.3,9,-13,11,/,-7,-13
CC(C)Nc1nc(Cl)nc(N(C#N)CN2C(=O)c3ccccc3S2(=O)=O)n1,-0.1,-4,-18,21,-0.8,-1,7,18,26,2,-7
COc1ccc(N(CC(=O)N2CCCC(C)C2)S(=O)(=O)c2c(C)nn(C)c2C)cc1 (configuration not stated),-0.2,7,-34,10,1.9,0,/,6,/,-6,9
O=C(C[n+]1ccccc1)c1ccc(NC(=O)c2ccccc2)cc1,0.3,1,-24,13,6.4,-7,2,-17,7,-1,-4

# Two compounds drawn at random from the list so far, as already listed:
SMILES,aDG glyco act,NR2E3 ag-1,NR2E3 ag-2,HIF-2a inh,hiPSC survival,Vif imaging,PDI turbidity,Peg3 promoter,MITF TRPM1 inh,Exocytosis inh,CaV13 FRET inh
O=C(Nc1ccc(F)c([N+](=O)[O-])c1)C1CCCO1 (configuration not stated),0.1,0,-10,24,0.8,-4,7,-3,8,-6,-4
COc1ccc(N(CC(=O)N2CCCC(C)C2)S(=O)(=O)c2c(C)nn(C)c2C)cc1 (configuration not stated),-0.2,7,-34,10,1.9,0,/,6,/,-6,9

# The results go on:
SMILES,aDG glyco act,NR2E3 ag-1,NR2E3 ag-2,HIF-2a inh,hiPSC survival,Vif imaging,PDI turbidity,Peg3 promoter,MITF TRPM1 inh,Exocytosis inh,CaV13 FRET inh
CN(C)CCCNC1CS(=O)(=O)CC1O (configuration not stated),-0.2,4,0,7,-2.0,-3,1,4,9,1,-5
O=C(O)CC(NS(=O)(=O)c1cccc2nsnc12)c1ccc(F)cc1 (configuration not stated),-0.1,1,-22,5,-3.6,2,4,13,5,10,/
CCOc1ccccc1NCN1C(=O)c2ccccc2C1=O,0.1,/,23,-3,-1.8,-6,-8,-4,/,-1,-7
Cc1ccc(S(=O)(=O)NNC(=O)CCC(=O)Nc2ccccc2Cl)cc1,-0.3,/,-17,8,-0.5,6,-23,13,12,-8,-5
COc1ccc(CCNC(=O)CN2CCN(c3cccc(C(F)(F)F)c3)CC2)cc1,0.2,1,-3,16,-3.2,-12,-10,14,-1,1,-6
